# Compound activity as filed in PubChem BioAssay.
# TRHR PAM: TRH receptor (human) allosteric enhancement; enhancement, % at 2 µM; 360,000 tested, 0.66% active; TRHR cells, fluo-8 calcium fluorescence, EC20 TRH enhancement; P34981; in the data active means enhancement above about 30%; further: 0% is about no effect
#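 TRHR-expressing cells loaded with fluo-8 calcium dye were read kinetically (ex 480/em 530) during compound addition, then stimulated with an EC20 of TRH (10 nM final). Enhancement of the Gq-mediated intracellular calcium response was scored.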
# USP1 inh: USP1/UAF1 (human) deubiquitinase inhibition; recombinant USP1/UAF1, Ub-Rhodamine cleavage fluorescence; O94782; 390,000 tested, 0.23% active; Potency, µM (top dose mostly 57.1 µM), without a hit: at the top dose activity change, negative = inhibition, most hits filed as inhibitors; further: potency means the concentration at half of the fitted maximal effect; on the % scale 0 is the no-effect control and ±100 the full control effect; nearly all actives have a fitted effect of over 60% in size; inactives centre near -12
#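 USP1/UAF1 complex at 1 nM was preincubated with compound for 15 min at room temperature, then Ub-Rho substrate (150nM final) was added. Fluorescence (480/540 nm) was read kinetically, 6 reads every 60 seconds.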
# IDH1 R132H inh: inhibitors of human mutant IDH1 R132H; Potency, µM (titrated, usually from 76.6 µM), for inactives: at the top dose activity change, negative = inhibition, hits mostly inhibitors; IDH1-R132H enzyme, NADPH consumption, diaphorase/resazurin fluorescence; AID 602179; O75874; 390,000 tested, 0.093% active; further: potency means the concentration at half of the fitted maximal effect; on the % scale 0 is the no-effect control and ±100 the full control effect; nearly all actives have a fitted effect of over 65% in size
# Target sequence (O75874 whole entry R132H, stated change not applied): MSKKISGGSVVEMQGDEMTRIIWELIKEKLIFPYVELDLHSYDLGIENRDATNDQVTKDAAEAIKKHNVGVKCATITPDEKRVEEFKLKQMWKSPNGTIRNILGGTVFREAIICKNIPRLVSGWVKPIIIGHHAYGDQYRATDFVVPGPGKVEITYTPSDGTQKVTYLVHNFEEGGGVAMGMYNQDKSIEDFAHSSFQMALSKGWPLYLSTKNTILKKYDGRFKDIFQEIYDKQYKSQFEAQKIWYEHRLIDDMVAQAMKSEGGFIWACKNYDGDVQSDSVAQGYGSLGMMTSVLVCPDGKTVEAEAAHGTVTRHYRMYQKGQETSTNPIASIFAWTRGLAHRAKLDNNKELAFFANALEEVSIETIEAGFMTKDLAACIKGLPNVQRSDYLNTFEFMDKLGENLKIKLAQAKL
#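 IDH1-R132H (0.5 ug/mL dispensed) in pH 7.5 Tris buffer was preincubated 30 min with compound, then given a substrate mix of 0.016 mM NADPH and 2 mM alpha-KG for 80 min at room temperature; remaining NADPH was read by diaphorase/resazurin fluorescence.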
# rTrxR1 inhibitor: blocks rat thioredoxin reductase 1. AID 588453. Potency, µM (highest dose often 114 µM), inactives show at the highest dose activity change, negative = inhibition, usual class: inhibitors. recombinant rTrxR1, NADPH fluorescence consumption, selenite substrate. 390,000 tested, 1% active. O89049; further: potency means the concentration at half of the fitted maximal effect; on the % scale 0 is the no-effect control and ±100 the full control effect; nearly all actives have a fitted effect of over 65% in size
#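 Rat TrxR1 (90 nM in the dispensed reagent) was pre-reduced with 400 uM NADPH for 5 min at room temperature, then incubated with compound for 15 min. After 400 uM selenite was added, NADPH fluorescence (Ex 340/Em 450 nm) was followed for 8 min.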
# D2 ag: activates the human D2 dopamine receptor; P14416; HEK293 T-REx D2 cells, calcium flux agonist mode; activation, % at 2 µM; 340,000 tested, 0.53% active; AID 485358;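 active means activation over 3 SD above normal in the single-dose calcium agonist read, cut at about 30% in these data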; further: 0% is about no effect
# Target sequence (P14416 whole entry, looked up): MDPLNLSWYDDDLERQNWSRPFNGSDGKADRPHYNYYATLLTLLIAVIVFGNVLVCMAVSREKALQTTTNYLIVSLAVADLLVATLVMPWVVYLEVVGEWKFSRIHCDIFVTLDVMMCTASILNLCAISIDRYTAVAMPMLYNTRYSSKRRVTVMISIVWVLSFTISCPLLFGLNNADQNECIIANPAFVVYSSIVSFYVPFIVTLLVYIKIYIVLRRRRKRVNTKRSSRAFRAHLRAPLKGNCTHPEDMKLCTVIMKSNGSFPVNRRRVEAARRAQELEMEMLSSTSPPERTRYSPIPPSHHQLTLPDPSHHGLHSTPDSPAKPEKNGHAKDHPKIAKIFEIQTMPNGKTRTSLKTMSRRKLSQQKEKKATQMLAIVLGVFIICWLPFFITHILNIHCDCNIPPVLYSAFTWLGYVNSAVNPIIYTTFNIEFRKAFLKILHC
#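 Agonism scored from kinetic calcium signal (1 read/sec, 180 s) following compound pin transfer, after a 10 s baseline. Cells: HEK293 Trex line expressing inducible D2 receptor coupled to calcium, dye-loaded after overnight culture at 30 C.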
# TrxR1 substrate: is turned over as a substrate by rat TrxR1. O89049. purified TrxR1 substrate turnover, NADPH consumption readout. Potency, µM (top dose mostly 114 µM), for the others: at the top dose activity change, negative = substrate turnover. 390,000 tested, 0.01% active. AID 588456; further: potency means the concentration at half of the fitted maximal effect; on the % scale 0 is the no-effect control and ±100 the full control effect; nearly all actives have a fitted effect of over 50% in size
#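 Rat TrxR1, dispensed at 90 nM, was prereduced with 400 uM NADPH (final) for 5 min at ~22 deg C, then incubated with compound 15 min before 400 uM selenite. A first-read NADPH fluorescence drop versus no-compound background flagged substrates.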
# D2 antagonist: D2 dopamine receptor (human) antagonism. AID 485344. inhibition, % at 10 µM. HEK293 TREx D2 cells, calcium flux, dopamine EC80. P14416. 340,000 tested, 2% active; in the data active means inhibition above about 30%; further: 0% is about no effect
#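 Measurement of antagonist activity uses fluorescent calcium dye in inducible HEK293 T-REx D2 cells: 10 s baseline, compound addition with 180 s read, EC80 dopamine addition with a further 180 s read.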
# PI4K2A block: inhibitors of human PI4K2A; purified PI4K2A, ADP-Glo luminescence, 1 h; hits give low values; activity change, negative = inhibition, % at 76.9 µM; 420,000 tested, 0.13% active; in the data active means activity change below about -50%; inconclusive means mostly about -30% to -49%;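 further: -100% = wells without enzyme as full effect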
#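 ADP-Glo luminescence measured ADP generated by PI4K2A enzyme (4 ug/mL before mixing) with 1.2 mM PI substrate (pre-mix) and 300 microM ATP (pre-mix). Tris pH7.5 buffer with MgCl2, Triton X-100; 1 h reaction at ambient temperature.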
# TRHR ag: agonists of human TRH receptor; P34981; TRHR cells, calcium flux fluo-8, FDSS agonist mode; activation, % at 2 µM; 360,000 tested, 0.18% active; AID 493084; in the data active means activation above about 30%; further: 0% is about no effect
#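 Agonist-mode FDSS calcium read (Ex 480/Em 530, 1 s cycles) in 1536-well TRHR cells with fluo-8 dye, after 10-cycle baseline and 23 nL compound addition; TRH at EC20 (10 nM final) added afterwards for the enhancer phase.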
# * = called active by the depositor; ? = inconclusive; . = not tested or not shown; [ ] = dose if it differs, or a comment. Unless noted, the call rests on the fitted dose curve; in most records, active means well fitted inhibition curve with a large enough effect; inconclusive means small, poorly fitted or top-dose-only effect; inactive means no such curve, though single readings can be large or run the other way.
1. C/C(=N\Nc1nc2ccccc2s1)c1ccc2c(c1)OCO2
2. O=C(Cc1cccs1)N1CCN(c2ccc(F)cc2)CC1
3. Cc1ccc(CNC(=O)CCCc2c[nH]c3ccccc23)cc1
4. COc1ccc(CNC(=O)C2CCN(c3nnc(-n4c(C)ccc4C)s3)CC2)c(OC)c1
5. Cc1nnc(NC(=O)CCS(=O)(=O)Cc2ccccc2)s1
6. CN1CCCN(C(=O)CNC(=O)Cc2ccccc2)CC1
7. O=C(COC(=O)c1cc[n+]([O-])cc1)Nc1ccc(SC(F)F)cc1
8. O=C(N/N=C1\C2CN3CCN(C2)CC1(c1ccccc1)C3)c1ccc(F)cc1
Assay by compound	1	2	3	4	5	6	7	8
TRHR PAM	1	-3	-6	-1	4	23	2	-4
USP1 inh	-15%	-14%	-27%	-7%	-23%	-21%	-7%	?
IDH1 R132H inh	-6%	2%	4%	.	-5%	10%	6%	0%
rTrxR1 inhibitor	6%	-3%	38%[activator]	-17%	33%	5%	45%[activator]	9%[57.1 µM]
D2 ag	-0.3	-0.7	1.5	-0.3	1.6	1.3	1.2	0.3
TrxR1 substrate	4%	-4%	12%	-2%	4%	1%	12%	5%
D2 antagonist	-3	23	10	.	-10	2	31*	19
PI4K2A block	0	-4	3	-3	-3	0	8	-2
TRHR ag	0.1	0.3	-1.2	-0.7	0.4	3.8	1.0	-0.1

# Brought forward from above: four compounds; new compounds follow.
5. Cc1nnc(NC(=O)CCS(=O)(=O)Cc2ccccc2)s1
6. CN1CCCN(C(=O)CNC(=O)Cc2ccccc2)CC1
7. O=C(COC(=O)c1cc[n+]([O-])cc1)Nc1ccc(SC(F)F)cc1
8. O=C(N/N=C1\C2CN3CCN(C2)CC1(c1ccccc1)C3)c1ccc(F)cc1
9. COc1ccc(CC(=O)N2CCc3c([nH]c4ccccc34)C2c2ccc(SC)cc2)cc1 (stereo unspecified)
10. CCN1CCN(S(=O)(=O)c2ccc(Cl)c(C(=O)NC3CCCCC3)c2)CC1
11. Cc1cc(Cl)ccc1OCC(=O)Nc1ccc2oc(=O)ccc2c1
12. O=C1c2oc3ccccc3c(=O)c2C(c2ccccc2F)N1Cc1ccc2c(c1)OCO2 (stereo unspecified)
13. Cc1cc(C)c2c(-n3cccc3)c(C(=O)NCCCN3CCCCC3C)sc2n1 (stereo unspecified)
14. CC1(C)Cn2c(nnc2-c2ccccc2)S1
15. O=C(CN(C(=O)CCC(=O)Nc1nccs1)c1cccc(F)c1)NCc1ccc(F)cc1
16. Cc1cc(C)c(S(=O)(=O)N(C)CC(=O)NCC2CCCO2)c(C)c1 (stereo unspecified)
Assay by compound	5	6	7	8	9	10	11	12	13	14	15	16
TRHR PAM	4	23	2	-4	0	-3	-3	9	2	1	2	2
USP1 inh	-23%	-21%	-7%	?	2%	-9%	-8%	-6%	?	-5%	0%	-18%
IDH1 R132H inh	-5%	10%	6%	0%	-18%	3%	1%	-19%	10%	0%	-8%	20%
rTrxR1 inhibitor	33%	5%	45%[activator]	9%[57.1 µM]	28%[57.1 µM]	-1%	22%[57.1 µM]	37%[activator]	16%	5%[57.1 µM]	16%	2%
D2 ag	1.6	1.3	1.2	0.3	1.5	-0.8	-1.7	-0.5	-1.1	-0.9	-3.2	1.3
TrxR1 substrate	4%	1%	12%	5%	-3%[57.1 µM]	-2%	3%[57.1 µM]	5%	12%	5%[57.1 µM]	3%	13%[57.1 µM]
D2 antagonist	-10	2	31*	19	.	-14	-6	.	.	9	-6	-6
PI4K2A block	-3	0	8	-2	1	3	-2	-1	6	7	-6	-1
TRHR ag	0.4	3.8	1.0	-0.1	0.5	-0.2	-0.6	2.2	0.2	0.6	0.2	0.0

17. O=C(N/N=C/c1ccc[nH]1)c1cc(-c2cccs2)nc2ccccc12
18. N#Cc1c(NC(=O)CSc2n[nH]c(Cc3ccccc3)n2)oc(-c2ccccc2)c1-c1ccccc1
19. Cc1ccc(C)c(N2CCN(C(=O)CCS(=O)(=O)c3ccc4c(c3)CCN4C(=O)C3CC3)CC2)c1
20. O=C(CN1C(=O)/C(=C/c2ccccc2)SC1=S)N1CCN(CCc2ccccn2)CC1
21. Cc1ccccc1N1C(=O)c2ccccc2NC1c1ccncc1 (stereo unspecified)
22. CC(=O)OC1CCC2(C)C(=CCC3C2CCC2(C)C3CC3OC4(CCC(C)CN4)C(C)C32)C1 (stereo unspecified)
23. CC(C)(O)c1cc2ccc(C#Cc3ccsc3)cc2c(=O)o1
24. CCN1C(=O)[C@H]2[C@@H](c3ccc(-c4cccc(Cl)c4)c(OC)c3)N3CCCC[C@@]3(C(=O)OC)[C@H]2C1=O
Assay by compound	17	18	19	20	21	22	23	24
TRHR PAM	-1	-1	3	2	0	-1	6	.
USP1 inh	-14%	-22%	-13%	-16%	9%	-16%	-11%	-29%
IDH1 R132H inh	1%	-1%	-7%	-4%	7%	4%	17%	4%
rTrxR1 inhibitor	-7%[57.1 µM]	-3%	11%	6%	6%	13%	-36%	32%[57.1 µM]
D2 ag	0.5	0.2	0.2	-0.6	0.5	-0.7	-0.2	.
TrxR1 substrate	1%[57.1 µM]	-5%	0%	-6%	31%	5%	24%[57.1 µM]	-5%
D2 antagonist	-17	-3	26	-10	-4	5	-7	.
PI4K2A block	0	0	2	0	-11	5	3	6
TRHR ag	-0.3	-0.2	-0.3	-0.7	0.6	0.6	0.9	.

25. O=C1c2ccccc2C(=O)N1COc1ccc(S(=O)(=O)N2CCOCC2)cc1[N+](=O)[O-]
26. CCCCNC(=O)CCn1c(=O)c2ccccc2n(Cc2ccc(F)cc2)c1=O
27. COc1ccc(-c2csc3ncnc(Cl)c23)cc1
28. CC(C)(C)c1nc2scc(-c3cccs3)c2c(=O)o1
29. Cc1cc(C)c2nc(NNC(=O)c3cc(-c4cccs4)nc4ccccc34)sc2c1
30. CCC(C)C(=O)Nc1nc(C)c(-c2csc(Nc3cc(OC)ccc3OC)n2)s1 (stereo unspecified)
31. Cc1nn(-c2ccc(F)cc2)c(N)c1C1(O)C(=O)Nc2ccccc21 (stereo unspecified)
32. Cc1nn(Cc2ccc(Cl)cc2)c(C)c1N
Assay by compound	25	26	27	28	29	30	31	32
TRHR PAM	8	-12	-1	4	1	11	5	0
USP1 inh	-9%	-16%	-15%	-20%	-7%	-34%	-21%	-17%
IDH1 R132H inh	16%	9%	3%	4%	10%	0%	4%	1%
rTrxR1 inhibitor	14%	22%	3%[57.1 µM]	23%	39%[activator]	15%[57.1 µM]	16%	6%
D2 ag	0.1	-0.9	1.1	-1.3	-0.4	-1.1	1.9	-0.3
TrxR1 substrate	3%	10%	8%[57.1 µM]	8%	14%	3%[57.1 µM]	6%	3%
D2 antagonist	-51	-1	-10	-7	-19	3	-1	-6
PI4K2A block	-5	-3	1	-2	1	2	-6	4
TRHR ag	1.1	-0.5	-1.7	-1.2	0.6	-0.2	0.4	0.3

33. Cc1ccc(-c2nn3c(C)nnc3s2)cc1NC(=O)COc1ccc(Cl)cc1
34. O=C(O)c1cccc2c1C(=O)c1ccc(-c3ccc(OC(F)(F)F)cc3)cc1S2(=O)=O
35. O=c1[nH]c(SCc2ccc(Cl)cc2)nc2[nH]ncc12
36. CCOc1ccc2[nH]c(=O)c(CN(Cc3ccc(F)cc3)C(=O)c3ccco3)cc2c1
37. O=C(NCCNC1CCCCC1)c1ccco1
38. Cc1ccnc(NC(=O)c2ccc3c(c2)S(=O)(=O)c2ccccc2C3=O)c1
39. CC(Sc1ccc(S(=O)(=O)N(C)C)cn1)C(=O)NC1CCCC1 (stereo unspecified)
40. CCOC(=O)C1CCCN(C2CC(=O)N(c3ccc(NC(C)=O)cc3)C2=O)C1 (stereo unspecified)
Assay by compound	33	34	35	36	37	38	39	40
TRHR PAM	17	.	-4	8	-6	0	0	-5
USP1 inh	-17%	?	-10%	-18%	-6%	-12%	-6%	-3%
IDH1 R132H inh	9%	7%	-13%	-2%	0%	5%	11%	2%
rTrxR1 inhibitor	6%[57.1 µM]	?	5%	-17%	10%[57.1 µM]	16%	-7%	15%[57.1 µM]
D2 ag	-1.0	.	-0.3	-0.2	12	0.9	-0.3	0.8
TrxR1 substrate	-9%[57.1 µM]	-7%	-1%	21%	2%	2%	-2%	11%[57.1 µM]
D2 antagonist	-1	.	-11	-12	5	-20	1	7
PI4K2A block	2	-5	-2	-3	-5	-4	0	-8
TRHR ag	-0.6	.	0.1	-0.3	0.6	1.0	-0.6	-0.6

41. COC(=O)CCn1nc(-c2ccc(Cl)cc2)c2ccccc2c1=O
42. Cc1cccn2c(=O)nc(SCC(=O)N3CCCCC3)nc12
43. c1ccc(C[C@H]2CNCCN2CCC23CC4CC(CC(C4)C2)C3)cc1
44. CCSC1=NC2(CCN(C(=O)NC3CCCCC3)CC2)N=C1c1ccc(OC)cc1
45. Cc1ccc(-c2c[nH]c(=S)n2-c2ccccc2)cc1
46. S=c1[nH]nc(COc2ccc(Cl)cc2)n1-c1ccccc1
47. O=C(Oc1ccc(Cl)cc1N1C(=O)CCC1=O)c1ccco1
Assay by compound	41	42	43	44	45	46	47
TRHR PAM	4	1	1	-9	0	-4	0
USP1 inh	-10%	-1%	-5%	-21%	-1%	-28%	-6%
IDH1 R132H inh	-4%	-5%	-9%	29%	9%	-8%	6%
rTrxR1 inhibitor	9%	-1%[57.1 µM]	23%[57.1 µM]	9%	-23%	-7%	?
D2 ag	-0.1	-0.4	4.3	0.0	0.1	1.0	1.4
TrxR1 substrate	-3%	0%[57.1 µM]	8%[57.1 µM]	-5%	-8%	4%	12%[57.1 µM]
D2 antagonist	-7	21	15	.	1	-3	-20
PI4K2A block	-3	2	1	-1	4	-3	10
TRHR ag	1.0	-0.2	1.3	-1.1	-0.6	0.1	-0.2
